Screening results (PubChem BioAssay)
phage Ecoli inh: E. coli growth loss with phage present; 0.26% of 360,000 active; inhibition, % at 11.9 µM; growth absorbance; in the data active means inhibition above about 11%
HTR5A ag ctr: activates human HTR5A in OPRM1-OPRD1 agonist counter-screen | P47898 | HTR5A agonist assay, luminescence, cell-based | activation, % at 9.3 µM | 0.61% of 340,000 active | AID 504692; in the data active means activation mostly above about 9.5%, no sharp cut-off; inactive means mostly below about 7.6%;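 further: 0% = cells with vehicle only and 100% = reference agonist; strong numbers were not always called active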
Ecoli viability: bacterial growth inhibition, counter-screen for AddAB inhibitors; E. coli V3065 growth, OD600 absorbance, 18 h; inhibition, % at 11.9 µM; 0.27% of 330,000 active; AID 449728;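 active means inhibition above the campaign's mean inhibition across all tested compounds plus 3 SD, cut at about 9.9% in these data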;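 further: uninfected addAB+ strain grown without phage in ampicillin broth; 0% = DMSO wells and 100% = ciprofloxacin 0.95 µg/ml wells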
AddAB inh: less growth of phage-infected E. coli with AddAB; E. coli expressing H. pylori AddAB, absorbance growth; inhibition, % at 11.9 µM; 0.29% of 330,000 active; in the data active means inhibition above about 12%;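 further: 0% = vehicle wells of infected cells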
DAGLB inh: blocks human DAGLB lipase activity; 0.059% of 340,000 active; inhibition, % at 5.17 µM; HEK293T DAGLB membrane lysate, EnzChek fluorogenic substrate; AID 504411; in the data active means inhibition above about 34%;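 further: 0% = enzyme with vehicle and 100% = wells lacking enzyme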
Target sequence (Q8NCG7 whole entry, looked up): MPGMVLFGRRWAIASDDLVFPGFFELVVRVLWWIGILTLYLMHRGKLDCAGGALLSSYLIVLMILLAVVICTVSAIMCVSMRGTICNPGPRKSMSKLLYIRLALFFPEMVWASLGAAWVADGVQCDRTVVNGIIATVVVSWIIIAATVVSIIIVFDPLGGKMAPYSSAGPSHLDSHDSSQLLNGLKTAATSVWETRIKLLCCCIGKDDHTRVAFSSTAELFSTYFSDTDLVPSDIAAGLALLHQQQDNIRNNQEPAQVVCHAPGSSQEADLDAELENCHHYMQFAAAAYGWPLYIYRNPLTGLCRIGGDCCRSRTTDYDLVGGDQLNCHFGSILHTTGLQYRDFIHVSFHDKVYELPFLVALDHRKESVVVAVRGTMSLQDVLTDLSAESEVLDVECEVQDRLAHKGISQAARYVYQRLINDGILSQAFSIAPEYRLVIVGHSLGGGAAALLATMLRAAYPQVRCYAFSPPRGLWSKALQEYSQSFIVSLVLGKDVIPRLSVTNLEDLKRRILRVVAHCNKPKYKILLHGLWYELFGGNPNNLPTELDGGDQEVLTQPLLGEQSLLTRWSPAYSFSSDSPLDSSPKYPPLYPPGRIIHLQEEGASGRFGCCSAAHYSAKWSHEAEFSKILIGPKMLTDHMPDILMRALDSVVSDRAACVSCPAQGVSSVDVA
Tat transport: blocks Tat-dependent protein export in E. coli | inhibition, % at 10 µM | E. coli MC4100 TorA-mCherry Tat export, fluorescence | AID 488895 | 0.036% of 340,000 active;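 active means mean replicate inhibition at least 50% and at least half of replicates individually reaching 50%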;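 further: exported cargo escapes ClpAP degradation while cytoplasmic cargo is degraded and loses fluorescence; 0% = median of neutral control wells and 100% = median of NaSCN control wells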
HTR5A inv ctr: counter-screen for OPRM1-OPRD1 inverse agonists: human HTR5A inverse agonism. HTR5A cell line, luminescence. inhibition, % at 9.3 µM. 0.083% of 340,000 active; in the data active means inhibition mostly above about 23%, no sharp cut-off; inactive means mostly below about 18%;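 further: 0% = cells with DMSO and 100% = no-cell wells with DMSO; some compounds called inactive have numbers as strong as hits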
PKA-R1A act: activators of PKA-R1A complex; P00514+P68181; PKA-R1A dissociation, Cy5-IP20 fluorescence polarization; scaled: DMSO 0%, 113 µM cGMP 100%; activation, % at 11.4 µM; 0.083% of 340,000 active; AID 504707;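 active means percent activation above the mean of all tested compounds plus 3 SD, cut at about 19% in these data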;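 further: higher means more PKAc released from R1A so a rise in polarization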
Mot1-301 SUMO: SUMOylation pathway inhibition by Mot1-301 growth rescue; 1% of 320,000 active; AID 2716; S. cerevisiae Mot1-301 growth rescue, ATP luminescence, 38.5C; percent above DMSO median, 100 means doubled; growth rescue, % at 18.8 µM;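 active means every valid replicate shows activation above 250% relative to neutral control wells; inactive means the rest, any valid replicate at or below 250%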;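 further: OY570 slx delta 5 strain wells were the positive control but not used for scaling; some compounds called inactive have numbers as strong as hits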
CDK5 p35 inh: CDK5/p35 (human) kinase inhibition; inhibition, % at 10 µM; 0.01% of 330,000 active; Recombinant CDK5/p35, ADP-Glo luminescence, 60 min; Q00535+Q15078; AID 488839;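 active means highest replicate inhibition of at least 50% and at least 75% of replicates reaching 50%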;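 further: plate controls were DMSO neutral control for no effect and GW8510 at 10 µM for full effect; many of its hits are not listed in these tables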
PKA-R2B act: activates the human PKA-R2B holoenzyme complex; 0.079% of 340,000 active; PKA-R2B holoenzyme dissociation, Cy5-IP20 fluorescence polarization; R2B truncated from residue 108, S112A mutant; 0% DMSO only, 100% 113 µM cGMP; activation, % at 11.4 µM; P22694+P31323;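 active means activation above a cutoff set at the mean over all compounds plus 3 SD, cut at about 18% in these data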;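 further: higher means more holoenzyme dissociation and a rise in polarization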
Target sequence (P31323 whole entry, looked up, other chains not shown, the tested form may be a part): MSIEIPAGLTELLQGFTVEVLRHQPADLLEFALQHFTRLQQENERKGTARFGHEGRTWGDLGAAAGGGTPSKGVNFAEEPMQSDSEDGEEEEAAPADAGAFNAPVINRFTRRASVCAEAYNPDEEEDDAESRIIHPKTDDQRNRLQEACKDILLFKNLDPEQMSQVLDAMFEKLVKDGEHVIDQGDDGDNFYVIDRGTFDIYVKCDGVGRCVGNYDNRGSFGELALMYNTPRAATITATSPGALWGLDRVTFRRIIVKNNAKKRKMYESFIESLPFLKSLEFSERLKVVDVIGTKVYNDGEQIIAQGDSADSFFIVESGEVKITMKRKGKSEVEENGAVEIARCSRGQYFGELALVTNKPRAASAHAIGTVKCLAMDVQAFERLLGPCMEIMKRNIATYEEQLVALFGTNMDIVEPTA
Active calls of the source: *; · = no result given. Compounds were not picked by outcome; overall some 2.3% were active at least once.

Molecule	phage Ecoli inh	HTR5A ag ctr	Ecoli viability	AddAB inh	DAGLB inh	Tat transport	HTR5A inv ctr	PKA-R1A act	Mot1-301 SUMO	CDK5 p35 inh	PKA-R2B act
CCC(C)c1ccccc1O (stereo unspecified)	2.1	3	-2.8	0.5	-1	-7	-12	-3	-15	0.1	-6
COc1cccc(NC(=O)c2ccccc2-c2nc(-c3cccc(C)c3)no2)c1	-0.9	2	1.6	-0.1	-3	0	1	0	-8	3.3	-2
COc1cc(/C=C2/C(=O)NN(c3cccc(Cl)c3)C2=O)cc(Br)c1O	2.9	4	2.3	4.9	23	1	-16	-11	315	-11	-12
O=C(NNS(=O)(=O)c1ccc(F)cc1)C1CC(c2cccnc2)=NO1 (stereo unspecified)	4.0	-2	-1.3	4.7	-1	-7	4	2	16	-1.1	-1
COc1ccc(CCN(C)CCC(=O)Nc2ccc(C)cc2)cc1OC	1.5	5	1.5	1.6	1	-9	-37	3	-9	1.3	-2
COCCCNC(=S)N1CCCN(c2nc3c(C)c(C)ccc3cc2C#N)CC1	5.5	1	-3.4	2.0	0	6	-2	-12	-8	-0.4	-6
COc1ccccc1COC(=O)C(NC(=O)c1ccc(C)cc1)C(C)C (stereo unspecified)	1.6	8	·	·	-7	6	-22	-10	·	1.6	3
Cc1ccc(NC(=O)C(C)N2CCOCC2)c(C(=O)c2ccccc2)c1 (stereo unspecified)	2.9	-4	2.7	2.7	-5	11	12	5	4	-0.7	-1
COc1cccc(NC(=O)N2CCc3ccccc3C2)c1	2.9	6	2.1	-4.3	0	7	1	-1	-10	0.2	-6
O=c1cc(CSc2ccc([N+](=O)[O-])cc2)nc2sccn12	5.2	2	-1.8	1.8	-2	-10	-5	-5	-20	-0.2	2
CN(CC1CCCO1)S(=O)(=O)c1ccc(C(=O)NCc2ccccc2)cc1 (stereo unspecified)	0.8	1	0.1	1.9	0	3	-3	1	-2	0.0	4
O=C(CCN=C1NS(=O)(=O)c2ccccc21)NCc1ccccc1F	2.9	-3	0.5	1.9	-2	-2	12	-15	-5	1.9	6

In a second layout: entries from further up.
> COc1cccc(NC(=O)c2ccccc2-c2nc(-c3cccc(C)c3)no2)c1
  phage Ecoli inh: -0.9
  HTR5A ag ctr: 2
  Ecoli viability: 1.6
  AddAB inh: -0.1
  DAGLB inh: -3
  Tat transport: 0
  HTR5A inv ctr: 1
  PKA-R1A act: 0
  Mot1-301 SUMO: -8
  CDK5 p35 inh: 3.3
  PKA-R2B act: -2
> COc1ccc(CCN(C)CCC(=O)Nc2ccc(C)cc2)cc1OC
  phage Ecoli inh: 1.5
  HTR5A ag ctr: 5
  Ecoli viability: 1.5
  AddAB inh: 1.6
  DAGLB inh: 1
  Tat transport: -9
  HTR5A inv ctr: -37
  PKA-R1A act: 3
  Mot1-301 SUMO: -9
  CDK5 p35 inh: 1.3
  PKA-R2B act: -2

The list continues.
Molecule	phage Ecoli inh	HTR5A ag ctr	Ecoli viability	AddAB inh	DAGLB inh	Tat transport	HTR5A inv ctr	PKA-R1A act	Mot1-301 SUMO	CDK5 p35 inh	PKA-R2B act
O=C(NC1CCCCC1)/C(=N\O)c1ccccn1	2.5	-9	0.6	5.7	0	-8	20	-2	-38	4.9	5
Cc1ccc(C(=O)NCCCNC(=O)c2ccccc2C)cn1	-2.1	-2	-0.1	3.6	-3	3	-13	1	157	-2.1	7
CCOC(=O)c1c(C)nc2sc3c(=O)n(-c4ccc(C)cc4)cnc3c2c1-c1ccc(OC)cc1	0.7	3	-1.2	0.3	-8	-10	-8	-9	50	-0.4	-12
COc1ccc(-c2nc(CS(=O)(=O)CC(=O)NCc3cccc(Br)c3)c(C)o2)cc1	3.3	4	-2.7	-0.2	1	0	-17	2	3	-1.0	5
CCCCSc1nc(C)[nH]c1[N+](=O)[O-]	2.3	-4	0.9	6.5	1	7	18	-9	516	-2.2	-7
CCCCn1c(NC(C)=O)c(C#N)c2nc3ccccc3nc21	3.2	0	-1.3	1.8	2	-8	-14	-9	28	1.6	-4
COc1cc(OC)cc(C(=O)NC(C(=O)N2CCC2)C(C)C)c1 (stereo unspecified)	3.3	-5	1.4	0.3	0	-8	13	-15	-22	1.2	-11
CC1CCCCN1CCNS(=O)(=O)c1ccc2c(c1)oc(=O)n2C (stereo unspecified)	3.6	0	1.6	1.6	1	4	1	7	68	0.6	7
CC(C)CCNC(=S)Nc1ccc([N+](=O)[O-])cc1	7.1	3	6.7	7.1	-1	-4	-11	3	-7	1.4	-13
Cc1nnsc1C(=O)NNc1ccc(C(C)C)cc1	1.7	3	0.2	1.1	-1	3	-50	-4	17	-0.2	-2
CC[C@]12C(=O)N(C)C[C@H]([C@@H]3C(=O)N(Cc4ccccc4)C(=O)[C@@H]31)N2C(=O)c1ccc(Br)cc1	-0.5	-2	·	·	3	3	7	2	·	-0.2	-6
N/C(=N\OS(=O)(=O)c1ccc(Cl)cc1)c1ccccn1	3.5	-1	·	·	0	-10	3	0	·	-1.4	-7
Cc1cc2nc3n(c2cc1C)CCCN3	3.4	-4	0.3	0.2	2	-4	14	-3	-6	2.1	11
O=C(Nc1cnccn1)c1ccc(F)cc1Cl	1.7	1	0.2	5.5	1	-3	5	0	3	-1.6	7
C#CC[N+]1(CC#Cc2ccccc2)CCOCC1	1.9	6	-0.9	1.7	0	24	2	-5	8	-2.0	-18
CCN(C(=O)CSc1nc2cc(S(=O)(=O)N(CC)CC)ccc2o1)C1CCS(=O)(=O)C1 (stereo unspecified)	-0.4	2	-1.4	0.7	-1	-10	-1	-5	-3	-3.2	-7
CCc1c(-c2ccccc2)nc2nc(C)c(C)nn12	0.8	-4	-0.3	0.9	-3	1	12	-9	1	1.2	-9
CCOc1ccc(S(=O)(=O)N2CCOCC2)cc1NC(=O)c1ccc(N2CCCC2=O)cc1	4.6	4	1.5	1.0	4	-7	-12	5	-8	3.2	0
FC(F)(F)c1cccc(Cn2c3[n+](c4ccc(C(F)(F)F)cc42)CCCCC3)c1	3.2	-1	0.2	0.5	2	7	3	-2	5	-0.3	-1
O=C(C1CCN(S(=O)(=O)c2ccc(F)cc2)CC1)N1CCCC(C(F)(F)F)C1 (stereo unspecified)	4.1	-3	-0.7	-0.2	2	1	9	-2	-6	0.5	-15
Cc1[nH]c2ccccc2c1CCN(Cc1cccs1)C(=S)Nc1ccccc1	5.9	-4	-1.6	-1.7	-6	6	11	0	-7	-6.8	-7
CCOC(=O)C1=C(C)NC(C)=C(C(=O)OCC)C1C(=O)OCC(=O)N1CCCCC1C (stereo unspecified)	-0.9	-5	0.5	-1.3	-7	-10	4	-8	10	-1.0	-13
Cc1cccc(Cc2cnc(NC(=O)CN3C(=O)/C(=C/c4ccccc4)SC3=S)s2)c1	1.7	2	-1.3	2.4	2	4	14	-6	-5	-1.4	0
CCC(C)C(NC(=O)C1CCC(C)CC1)C(=O)NC(CCSC)C(=O)OC (stereo unspecified)	-0.2	1	-2.2	0.1	-2	-8	16	3	9	-1.7	9
Cc1cc(C)nc(SCCn2c(N3CC(C)OC(C)C3)nc3c2c(=O)n(C)c(=O)n3C)n1 (stereo unspecified)	0.8	5	0.2	-1.4	2	-6	-12	2	4	1.4	7
O=C(N/N=C/c1ccccc1Cl)c1ccc(F)cc1	2.0	4	-0.2	0.9	0	0	-12	3	26	0.9	2
CC(=O)c1ccc(OCCCC(=O)OCc2nnc(-c3ccc(Cl)cc3)o2)cc1	4.1	-4	0.8	1.1	-1	7	11	-9	6	0.8	2
COc1ccc(CN(C)C(=O)c2ccc(Cl)c(S(=O)(=O)NCc3cccnc3)c2)cc1F	-0.9	-3	0.0	3.7	0	-4	8	9	9	0.4	4
C=CC[n+]1c(C)csc1Nc1ccc(C)cc1	3.0	-7	0.9	3.8	0	-3	8	-12	3	-0.5	-3
CCNC(=S)N/N=C/c1cccc(OCc2c(F)cccc2Cl)c1	3.6	2	0.8	0.0	-4	-4	-8	-5	-3	1.8	1
Cc1ccc(C)c(S(=O)(=O)N2CCC(c3nc4c(nnn4Cc4ccc5c(c4)OCCO5)c(=O)[nH]3)CC2)c1	-0.5	3	-3.9	0.4	2	14	-13	-3	16	-0.9	-2
CC[C@]12c3[nH]c4ccc(Cl)cc4c3CCN1C(=O)[C@@H](CC(=O)NCCC1=CCCCC1)C[C@@H]2C(=O)N1CCN(C(=O)c2ccco2)CC1	1.4	3	-1.8	-0.9	2	25	-12	-2	·	-0.4	0
CCCCP(=O)(CCCC)Cc1ccccc1O	2.1	-4	1.1	1.1	-1	9	5	6	-9	0.1	2
Cc1ccc(C)c(NC(=S)Nc2cccc3cnccc23)c1	3.2	0	-1.0	-1.3	-2	6	-34	-2	-10	2.7	11
Cc1sc2ncnc(SCc3ccc(C(=O)O)cc3)c2c1C	2.5	3	2.0	4.9	3	1	0	1	21	-0.4	-3
CC1CN=C(N(C(=O)Nc2ccccc2)c2ccc(F)cc2)S1 (stereo unspecified)	1.2	6	0.6	5.8	0	-1	-17	0	-27	1.4	8
O=C(c1cccc(S(=O)(=O)N2CCN(c3ccccc3)CC2)c1)N1CCN(c2ccccc2O)CC1	4.1	-4	2.3	0.1	3	-7	11	-1	239	2.9	-8
COCC(=O)OC/C(O)=C(\C#N)c1nc2ccccc2[nH]1	-1.9	3	-1.3	1.2	1	-5	-4	-16	10	1.4	10
Cc1cccc(NC(=O)NC2CCCc3ccccc32)c1 (stereo unspecified)	-0.2	6	-1.4	1.4	-3	2	-24	0	2	-1.3	-4
CCN(Cc1ccccc1)C(=O)c1c(-c2ccccc2Cl)noc1C	3.2	6	-2.1	0.2	0	7	-21	-6	1	1.0	-13
Cc1ccc(NC(=O)c2cc([N+](=O)[O-])ccc2Cl)c(O)c1	3.1	5	-0.6	-0.4	0	5	-4	1	1	1.3	-5
OCCN(Cc1ccccc1)Cc1cccc(C(F)(F)F)c1	1.5	1	-3.9	-0.4	-7	-4	-27	-8	-15	-0.5	0
COc1ccccc1N1CCN(C(=O)CSc2nc(C)c(C)c(=O)[nH]2)CC1	3.2	3	-1.0	4.2	-2	5	-9	1	-2	-4.6	1
O=C(O)c1cccc(S(=O)(=O)N(Cc2ccccc2)c2ccccc2Cl)c1	-1.3	0	·	·	2	12	0	-5	-25	0.9	-1
Cc1ccc(C(=O)C2CCN(CC(=O)NC3CCCCC3)CC2)cc1	2.3	1	-0.2	0.2	0	0	-3	0	-1	-1.2	9
COC(=O)c1ccc(C)cc1C1CN=NC12Cc1cc(C)ccc1C2=O (stereo unspecified)	3.0	-1	·	·	-1	-1	2	-1	·	-2.0	1
CCC(Sc1ccc2nnc(-c3ccc(F)cc3)n2n1)C(=O)OC (stereo unspecified)	2.4	0	1.8	3.0	0	-3	-11	-5	-6	-1.0	-11
C(=N\n1cnnc1)/c1cn(-c2cccs2)nc1-c1ccccc1	1.7	6	0.9	3.3	1	9	-14	-7	-15	2.4	-2
Cc1[nH]n(-c2ccccc2)c(=O)c1C(C[N+](=O)[O-])c1ccc(Br)cc1 (stereo unspecified)	-0.1	-5	-2.5	0.8	-2	-46	12	4	524*	1.5	13
Cn1cc(-c2ccno2)c(C(=O)O)n1	3.0	-2	-1.1	1.1	-2	-7	6	-3	18	-0.3	0
O=C(Nc1ccc(F)cc1)Nc1cccnc1Cl	1.0	1	-0.5	2.2	-4	4	-6	-2	-19	0.2	-3
